# Bioassay records: PubChem, Sanford-Burnham Center for Chemical Genomics
# TAG inh: triacylglycerol accumulation inhibition. inhibition, % at 12.5 µM. H9c2 cells, Nile Red lipid (TAG) fluorescence; cells loaded with 200 µM oleic acid. AID 651582. 230,000 tested, 0.66% active;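 active = pattern-corrected inhibition of lipid staining of at least 50% with the nuclear-stain viability signal not falling by more than 50%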;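 also: 0% = DMSO wells and 100% = triacsin C control wells; some results filed as inactive read as strong as hits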
# TAG inh DAPI viability: second read-out of TAG inh, no call of its own (marks repeat the call); DAPI nuclei signal change (viability), lower = more cytotoxic, %;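 whole-well DAPI fluorescence read on a plate reader as a viability signal; minus 50 percent equals half of cells still viable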
# Starred values were filed as active, the others as inactive. Only part of the results is shown, so the mix of outcomes need not match the whole.
1	Cn1c(Cc2cccs2)nnc1SCC(=O)Nc1ccc(C(N)=O)cc1
2	CSc1cc(-c2ccc(Cl)cc2)c(C(=O)NC(C)C)s1
3	COC(=O)CC1(C(=O)OC)Oc2ccc(Br)cc2C(=O)N1c1cc(Cl)cc(Cl)c1 (stereo not given)
4	NC(=O)c1cccnc1OCC(F)(F)F
5	O=C(c1ccccc1F)N(Cc1ccccc1)C1CCS(=O)(=O)C1 (stereo not given)
6	Cc1ccccc1C(=O)Nc1ccnn1C1CCN(Cc2cccnc2)CC1
7	COC(=O)CSc1nnc(CNC(=O)c2ccc(OC)c(OC)c2)n1C
8	CCC(C)(C)NC(=O)Cn1c(-c2ccc(C)cc2)noc1=O

screen / no.	1	2	3	4	5	6	7	8
TAG inh	4	-37	0	14	3	15	2	-2
TAG inh DAPI viability	6	10	-3	-1	-10	2	-2	-2

9	Cc1cc(OCc2cc3c(cc2Cl)OCO3)c2c(C)cc(=O)oc2c1
10	COc1ccc(-c2cc(C(=O)Nc3ccccc3SC)no2)cc1
11	CSc1ncccc1C(=O)OCC(=O)NC(=O)NCCC(C)C
12	Cc1cccc(Cn2c(C(=O)OC(C)C)cc3c2ccn3C)c1
13	Cc1cccc(NC(=O)CN(CC2CCCO2)C(=O)c2cc(S(=O)(=O)N(C)C)ccc2F)c1C (stereo not given)
14	Cc1cccc(NC(=O)c2cc(N3CCOCC3)nc3ccccc23)c1
15	Nc1ncnc2c1ccn2[C@H]1CN(Cc2ccc(Cl)cc2)C[C@@H](CO)O1
16	COc1ccc2cc(-c3ccccc3)ncc2c1

screen / no.	9	10	11	12	13	14	15	16
TAG inh	12	-8	14	-1	2	1	-7	20
TAG inh DAPI viability	-1	13	3	18	-4	-4	11	2

17	CS(=O)(=O)N(CC(=O)NCc1ccccn1)Cc1ccc(Cl)cc1
18	NS(=O)(=O)c1ccc(NC(=O)COC(=O)c2cnc(Cl)c(Cl)c2)cc1
19	O=C1OC(CCl)CN1Cc1c(Cl)cccc1Cl (stereo not given)
20	O=C(Nc1cccc(C(F)(F)F)c1)c1cc(-c2ccc(F)cc2)on1
21	O=C(CSc1nc2ccccc2s1)NCCOc1ccc(Cl)cc1
22	CC1CN(C(NC(=O)C(C)(C)C)C(Cl)(Cl)Cl)CC(C)O1 (stereo not given)
23	Cc1ccc(N2C(=O)c3ccc(C(=O)N4CCOCC4)cc3C2=O)cc1C
24	CC(C)CCC(=O)N1CCOC1=O

screen / no.	17	18	19	20	21	22	23	24
TAG inh	-27	1	6	-2	-2	-5	2	5
TAG inh DAPI viability	0	5	-6	21	-2	-4	15	2

25	COC(=O)c1c(NC(=O)CN2CCCC(C)C2)c2c(C)cccc2n1C (stereo not given)
26	COc1ccc(CN2CCSCC2)c(C)c1C
27	CC(C)(C)C1CCC(OC(=O)CN2CCCCC2)CC1 (stereo not given)
28	CCc1ccccc1C1=CC(=O)C[C@H](c2ccc(OC)cc2)C1
29	Cc1cc([N+](=O)[O-])cnc1NC(C)c1ccccc1 (stereo not given)
30	CC1=CC(C)(C)N(C)C(=O)N1c1ccc(Cl)cc1
31	Cc1cc(Cl)ccc1OCC(=O)OC(C)C(=O)N(C)C (stereo not given)
32	Cc1cc2cc(CN(Cc3ccc4c(c3)OCO4)C(=O)c3ccco3)c(=O)[nH]c2cc1C

screen / no.	25	26	27	28	29	30	31	32
TAG inh	-5	-8	-8	6	-4	-4	-7	-5
TAG inh DAPI viability	9	6	-7	5	8	-14	17	3

33	COC(=O)COc1cccc2c(=O)n(CC(=O)N3CCCCC3)ccc12
34	CSc1nc2n(n1)C(c1cccc(F)c1)C(C(=O)Nc1ccc(C)cc1C)=C(C)N2 (stereo not given)
35	C=C1CCN([C@@H](Cc2ccccc2)C(=O)NCc2ccc(Cl)c(Cl)c2)S(=O)(=O)c2ccccc21
36	CCN(C[C@H]1N[C@@](Cc2ccccc2)(C(=O)OC)[C@H]2C(=O)N(Cc3ccccc3)C(=O)[C@@H]12)S(=O)(=O)c1ccccc1
37	Cc1ccc(S(=O)(=O)Cc2ccc(C(=O)N3CCN(c4cccc(C)c4C)CC3)o2)cc1
38	O=C1NN(CCO)C(=S)Nc2ccccc21
39	Cc1ccc2nc(SCC(=O)NC3CCCC3)nc(=O)n2c1
40	C/C=C(\C)CN1CCCC(N(C)CCc2ccc(OC)c(OC)c2)C1 (stereo not given)

screen / no.	33	34	35	36	37	38	39	40
TAG inh	2	12	4	-5	44	-2	-1	7
TAG inh DAPI viability	-8	-6	-13	-6	-49	0	-9	4

41	COc1ccc(CCN(C)C(=O)CSc2nnnn2C)cc1OC
42	CCN(CC)CCCNC(=O)CCC(=O)Nc1ccc2nc(N3CCC(C)CC3)cc(C)c2c1
43	CSCCC(NC(N)=O)C(=O)Nc1ccc(F)c(Cl)c1 (stereo not given)
44	Cc1cc(C)c(OCCOCCN2CCCC2)c(C)c1
45	COc1ccc(-c2oc(NC(=O)CSc3nncn3C)c(C#N)c2-c2ccc(OC)cc2)cc1
46	NC(=S)NC(c1ccccc1)c1ccncc1 (stereo not given)
47	O=C1c2ccccc2C2N1CCCN2C(=O)c1sc2ccccc2c1Cl (stereo not given)
48	Cc1ccc(S(=O)(=O)CCC(=O)Nc2nnc(-c3ccco3)o2)cc1

screen / no.	41	42	43	44	45	46	47	48
TAG inh	-11	0	1	6	9	-11	-38	-18
TAG inh DAPI viability	-4	14	4	-9	3	2	-4	2

# The list goes on (2 carried over from the part before).
47	O=C1c2ccccc2C2N1CCCN2C(=O)c1sc2ccccc2c1Cl (stereo not given)
48	Cc1ccc(S(=O)(=O)CCC(=O)Nc2nnc(-c3ccco3)o2)cc1
49	CN(C)S(=O)(=O)c1ccc(C(=O)Nc2cccnc2)cc1
50	Nn1c(Cc2cccc3ccccc23)nnc1SCC(=O)NC1CCS(=O)(=O)C1 (stereo not given)
51	N/C(=N\O)c1ccc(Oc2ccccc2Cl)c([N+](=O)[O-])c1
52	COCCN(CCOC)C(=O)C1CCCN(S(=O)(=O)c2ccc(NC(=O)OC)cc2)C1 (stereo not given)
53	CC(C)CN(C(=O)CCC(=O)OC(C)C(=O)Nc1cccc(C#N)c1)c1c(N)n(CC(C)C)c(=O)[nH]c1=O (stereo not given)
54	CCCNC(=O)C1(C)CCN(C(=O)c2cccc(C#N)c2)C1 (stereo not given)
55	O=C(NCC(c1ccco1)N1CCCCC1)c1ccc([N+](=O)[O-])s1 (stereo not given)
56	Cc1cccc(N2CCN(C(c3ccccc3)c3nnnn3C(C)(C)C)CC2)c1C (stereo not given)

screen / no.	47	48	49	50	51	52	53	54	55	56
TAG inh	-38	-18	16	11	-6	-1	-5	0	3	27
TAG inh DAPI viability	-4	2	-8	2	0	24	7	1	8	-9

57	CCC(=O)N(CCC1(c2ccccc2OC)CCOC(C(C)C)C1)Cc1ccco1 (stereo not given)
58	CCCSc1nnc(Cn2c(=O)sc3ccccc32)n1-c1ccccc1
59	COc1ccc(S(=O)(=O)N2CCN(C(=O)CN3C(=O)NC(C)(C)C3=O)CC2)cc1
60	CC(=O)c1ccc(N2CCN(S(=O)(=O)c3ccc4c(c3)CC(=O)N4)CC2)cc1
61	C=CCNC(=O)c1onc(CSc2cccc(OCC)c2)c1C(=O)O
62	Cc1ccc(S(=O)(=O)N(C)c2ccc(C(=O)NCC(c3cccs3)N3CCOCC3)cc2)cc1 (stereo not given)
63	O=C1NCCc2c1[nH]c1ccc([N+](=O)[O-])cc21
64	NC(=O)CC1Nc2cccc3cccc(c23)NC1=O (stereo not given)

screen / no.	57	58	59	60	61	62	63	64
TAG inh	-9	-13	4	25	12	-18	-17	0
TAG inh DAPI viability	0	9	-8	2	5	4	6	3

# Quoted at random: 5 records from the list, in no set order.
64	NC(=O)CC1Nc2cccc3cccc(c23)NC1=O (stereo not given)
59	COc1ccc(S(=O)(=O)N2CCN(C(=O)CN3C(=O)NC(C)(C)C3=O)CC2)cc1
60	CC(=O)c1ccc(N2CCN(S(=O)(=O)c3ccc4c(c3)CC(=O)N4)CC2)cc1
63	O=C1NCCc2c1[nH]c1ccc([N+](=O)[O-])cc21
62	Cc1ccc(S(=O)(=O)N(C)c2ccc(C(=O)NCC(c3cccs3)N3CCOCC3)cc2)cc1 (stereo not given)

screen / no.	64	59	60	63	62
TAG inh	0	4	25	-17	-18
TAG inh DAPI viability	3	-8	2	6	4

# Additional structures
65	Cc1cccc(N(CC(=O)N2CCOCC2)S(C)(=O)=O)c1C
66	O=C(COc1ccccc1)Nc1nnc(S(=O)(=O)Nc2ccccc2)s1
67	Cc1c(C(=O)OCC(=O)Nc2ccc(S(N)(=O)=O)cc2)oc2c1ccc1ccccc12
68	COc1ccccc1NC(=O)CCC(=O)Nc1ccccc1OC
69	CCc1nc2sc3c(c2c(=O)o1)CCCC3
70	CCOC(=O)CCCCCC(=O)Nc1ccc2c(c1)CC(=O)N([C@@H](C)CO)C[C@H](C)[C@@H](CN(C)Cc1ccccc1)O2
71	COc1ccc(CN2CC(=O)N(c3ccc(C)cc3C)C2=S)cc1OC
72	C=CCN1CCN(C(=O)c2ccc3c(c2)OCO3)CC1

screen / no.	65	66	67	68	69	70	71	72
TAG inh	5	-3	4	29	0	-37	-1	15
TAG inh DAPI viability	1	-8	-1	5	-12	3	7	-6

73	CC(C)Sc1snnc1-c1ccccc1
74	CC(=O)Nc1nc(C2CC2)cc(-c2ccccc2)c1C#N
75	CC(C)c1nc2oc3c(NCc4ccccn4)ncnc3c2c2c1COC(C)(C)C2
76	CC(=O)Nc1cc(C(=O)N2CCc3ccccc3C2)ccc1Sc1ccc(C)cc1
77	O=C1C(c2ccccc2)C(c2ccccc2)NC(c2ccccc2)C1c1ccccc1 (stereo not given)
78	COc1ccc(C(=O)Nc2ccccc2-c2nnn(CC(=O)NCc3ccco3)n2)cc1
79	CC1(C(=O)NCc2ccccc2Br)CCN1C(=O)CCc1ccc(Cl)cc1Cl (stereo not given)
80	CC1Cc2ccccc2N1CC(=O)Nc1cc(S(=O)(=O)N2CCOCC2)ccc1Cl (stereo not given)

screen / no.	73	74	75	76	77	78	79	80
TAG inh	14	-3	7	5	-4	30	-15	-11
TAG inh DAPI viability	-4	-5	3	-11	-10	-12	-1	-5

# Three consecutive compounds already listed, for reference:
76	CC(=O)Nc1cc(C(=O)N2CCc3ccccc3C2)ccc1Sc1ccc(C)cc1
77	O=C1C(c2ccccc2)C(c2ccccc2)NC(c2ccccc2)C1c1ccccc1 (stereo not given)
78	COc1ccc(C(=O)Nc2ccccc2-c2nnn(CC(=O)NCc3ccco3)n2)cc1

screen / no.	76	77	78
TAG inh	5	-4	30
TAG inh DAPI viability	-11	-10	-12

# (list continues)
81	CCOc1ccc(S(=O)(=O)NC(=O)c2ccccc2)cc1
82	CCOC(=O)C1=C(C)NC2=C(C(=O)c3ccccc32)C1c1cccc2ccccc12 (stereo not given)
83	O=C(O)CCCNC(=O)c1cncc(Br)c1
84	C=CCOc1ccc(/C=C/C(=O)OCC(=O)Nc2c(C)n(C)n(-c3ccccc3)c2=O)cc1
85	O=C(c1cccc(C(=O)N2CCc3ccccc32)n1)N1CCc2ccccc21
86	Cc1ccc(S(=O)(=O)N2CCCC2C(=O)Nc2nccs2)cc1 (stereo not given)
87	O=C(CCCn1c(SCc2cccc([N+](=O)[O-])c2)nc2ccccc2c1=O)NCC1CCCO1 (stereo not given)
88	O=C(COC(=O)COc1ccc(Br)cc1)NCc1ccc2c(c1)OCO2

screen / no.	81	82	83	84	85	86	87	88
TAG inh	2	5	-7	10	3	3	-13	2
TAG inh DAPI viability	4	-10	2	-16	-1	-17	-11	8

89	COc1ccccc1NC(=O)Nc1nc(C(N)C2CCCCC2)cs1 (stereo not given)
90	O=C(Nc1cccc(Oc2ccccc2)c1)C1Cc2c(-c3ccc4c(c3)OCO4)ccnc2O1 (stereo not given)
91	CCn1c(C(=O)Nc2ccsc2C(=O)OC)cc2sc(Cl)cc21
92	CN(Cc1cnn(C)c1)C(=O)C1CCC(=O)N(Cc2cccc(C(F)(F)F)c2)C1 (stereo not given)
93	COc1cccc(C2c3cc4c(cc3OC(NNC(N)=O)C2C)OCO4)c1O (stereo not given)

screen / no.	89	90	91	92	93
TAG inh	52*	1	0	-1	62*
TAG inh DAPI viability	-12*	-9	28	5	-34*

# Grouped by structure: those above with a COOH group (2)
61	C=CCNC(=O)c1onc(CSc2cccc(OCC)c2)c1C(=O)O
83	O=C(O)CCCNC(=O)c1cncc(Br)c1

screen / no.	61	83
TAG inh	12	-7
TAG inh DAPI viability	5	2
